IDE act = boosts human insulin-degrading enzyme activity in HEK cells | P14735 | FAbeta-B cleavage, fluorescence polarization; 0% vehicle, 100% cell-free pure enzyme wells | activation, % at 5.96 µM | 0.073% of 340,000 active | AID 493087;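 active = activation above the mean of all tested compounds plus 3 SD, set per screening campaign, cut at about 17% in these data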
Target sequence (P14735 whole entry, looked up): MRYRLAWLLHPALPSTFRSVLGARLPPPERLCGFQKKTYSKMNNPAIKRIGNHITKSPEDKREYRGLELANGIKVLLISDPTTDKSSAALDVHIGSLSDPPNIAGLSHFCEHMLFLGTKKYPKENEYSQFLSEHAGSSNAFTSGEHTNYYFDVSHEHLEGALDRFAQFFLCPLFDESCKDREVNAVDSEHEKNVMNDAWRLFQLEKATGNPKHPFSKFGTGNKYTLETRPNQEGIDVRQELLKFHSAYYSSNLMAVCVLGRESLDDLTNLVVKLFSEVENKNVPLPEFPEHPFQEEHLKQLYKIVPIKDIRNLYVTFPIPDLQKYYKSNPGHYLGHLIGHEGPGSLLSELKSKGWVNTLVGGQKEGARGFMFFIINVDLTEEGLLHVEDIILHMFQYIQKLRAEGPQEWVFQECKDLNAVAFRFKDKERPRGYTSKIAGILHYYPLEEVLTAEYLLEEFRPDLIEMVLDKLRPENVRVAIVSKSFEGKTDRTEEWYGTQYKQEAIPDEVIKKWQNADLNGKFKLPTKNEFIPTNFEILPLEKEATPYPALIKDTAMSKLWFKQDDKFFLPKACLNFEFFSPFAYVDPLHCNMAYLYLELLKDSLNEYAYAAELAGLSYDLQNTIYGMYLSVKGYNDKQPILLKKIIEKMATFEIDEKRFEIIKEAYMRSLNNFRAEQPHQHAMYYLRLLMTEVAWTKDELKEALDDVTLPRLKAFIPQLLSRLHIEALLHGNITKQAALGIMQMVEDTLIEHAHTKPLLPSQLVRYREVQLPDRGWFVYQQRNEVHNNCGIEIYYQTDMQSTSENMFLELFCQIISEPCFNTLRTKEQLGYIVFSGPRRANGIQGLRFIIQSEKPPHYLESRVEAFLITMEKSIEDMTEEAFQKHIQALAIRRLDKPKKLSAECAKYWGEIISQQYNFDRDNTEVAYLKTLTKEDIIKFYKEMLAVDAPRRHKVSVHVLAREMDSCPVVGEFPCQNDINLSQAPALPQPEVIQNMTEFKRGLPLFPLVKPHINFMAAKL
M18AAP inhibitor = blocks P. falciparum M18 aspartyl aminopeptidase | recombinant PfM18AAP, H-Glu-NHMec fluorogenic cleavage | inhibition, % at 7.35 µM | 1.2% of 290,000 active;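 active = inhibition above the campaign mean inhibition over all tested compounds plus 3 SD, cut at about 28% in these data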;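 also: 0% = plate median of test compound wells and 100% = 2 mM ZnCl2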
PHOSPHO1 inh = inhibitors of human PHOSPHO1 phosphatase; Q8TCT1; recombinant PHOSPHO1, absorbance phosphatase assay; inhibition, % at 13.3 µM; 1.1% of 290,000 active; AID 1565; in the data active = inhibition above about 60%
p-CIP stab down = compounds decreasing mouse p/CIP protein stability; 0.01% of 290,000 active; Q05BA5; F442A p/CIP-EGFP cells, EGFP fluorescence, 16 h; decrease of EGFP signal, % at 10 µM; AID 1984;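 active = EGFP signal decrease of at least 30% at 10 µM or well 3 SD below plate mean, unless failing retest; inactive = the rest, including hits failing retest or dose response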; also: some compounds called inactive have numbers as strong as hits; many of its hits are not listed in these tables
GPR7 antagonist = antagonists of human GPR7 (neuropeptides B/W receptor 1). GPR7-expressing cells, fluorescence antagonist assay. 1.1% of 290,000 active. inhibition, % at 4.4 µM. AID 1861; in the data active = inhibition above about 16%, passing the limit was not always enough;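 also: cells stimulated with the agonist NPW; 0% = agonist with vehicle and 100% = vehicle without agonist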
VIM-2 inhibitor = inhibitors of Pseudomonas aeruginosa VIM-2 metallo-beta-lactamase. inhibition, % at 5.6 µM. 0.89% of 290,000 active. AID 1527. purified VIM-2, nitrocefin hydrolysis, epi-absorbance fluorescence;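 active = inhibition above the mean of all tested compounds plus 3 SD, cutoff set per screening run, cut at about 7.5% in these data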;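 also: red hydrolysis product quenches plate fluorescence so inhibitors raise well fluorescence; 0% = enzyme with DMSO and 100% = DMSO without enzyme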
IDE cell inh = inhibits human insulin-degrading enzyme in HEK cells; P14735; AID 434962; FAbetaB cleavage, fluorescence polarization; inhibition, % at 5.59 µM; 0.41% of 320,000 active;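 active = percent inhibition above the average of all tested compounds plus 3 SD, set per screening campaign, cut at about 16% in these data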;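 also: IDE supplied by intact live HEK cells; FP after avidin binding of uncleaved biotin substrate so inhibition keeps polarization high; 0% = DMSO wells and 100% = 60 µM reference IDE inhibitor Ii1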
IMP-1 inhibitor = blocks Pseudomonas aeruginosa IMP-1 metallo-beta-lactamase | purified IMP-1, nitrocefin hydrolysis, epi-absorbance fluorescence | inhibition, % at 5.6 µM | 0.45% of 290,000 active;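 active = inhibition above the mean plus 3 SD of all compounds in the same screening run, cut at about 4.5% in these data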;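 also: 0% = IMP-1 with DMSO and 100% = DMSO wells lacking enzyme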
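System – purified recombinant IMP-1 beta-lactamase · Input – IMP-1 dispensed at 0.2 nM · Timing – 15 min preincubation plus 25 min reaction at 25 °C · Signal – Epi-absorbance fluorescence, 480 nm excitation, 530 nm emission · Measure – percent IMP-1 inhibition derived from blank-referenced optical density · Controls – Enzyme-plus-DMSO low control, enzyme-free DMSO high control · Replication – singlicate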
NALP1 inh = blocks the NALP1 inflammasome reconstituted in yeast; S. cerevisiae NALP1/ASC/caspase-1 growth, X-gal OD620, 72 h; inhibition, % at 10 µM; AID 2071; 0.61% of 280,000 active; in the data active = inhibition mostly above about 24%, no sharp cut-off; inactive = mostly below about 32%; also: some compounds called inactive have numbers as strong as hits
* marks the source's active call; other numbers are inactive results; . = not tested or not shown.

smiles	IDE act	M18AAP inhibitor	PHOSPHO1 inh	p-CIP stab down	GPR7 antagonist	VIM-2 inhibitor	IDE cell inh	IMP-1 inhibitor	NALP1 inh
CNc1nc(SCc2ccccc2Cl)nc2c1CCCC2	-4	6	25	1	-16	-3.0	-3	-1.9	112*
CCN(N)C(=S)Nc1ccc(F)cc1	4	18	-2	-3	2	-2.5	-2	-4.4	-8
CN(C)CCCN(C(=O)COc1ccccc1)c1nc2cc3c(cc2s1)OCCO3	4	-5	21	3	4	-0.5	0	-0.2	10
CCOCC(=O)Nc1c(C(=O)Nc2ccc3c(c2)OCCO3)oc2ccccc12	7	-4	6	-6	-14	-1.2	1	-1.6	-33
Cc1ccc(-c2ccc(SCC(=O)N3CCc4ccccc43)nn2)cc1	.	2	23	-10	-3	-3.2	2	-2.8	32
CC1CC1C(=O)Nc1nc(-c2ccccc2)cs1 (configuration not stated)	-2	-1	15	-12	1	-1.6	2	-4.5	45
Cc1ccc(-c2nnn3c2nc(NC(C)C)c2ccccc23)cc1	-2	-6	7	-10	-1	-0.8	5	-2.6	22
COc1ccc(S(=O)(=O)N2CCCC2C(=O)Nc2nc3c(s2)CCCC3)cc1 (configuration not stated)	-1	6	-18	-1	-11	-0.4	-1	-3.5	21

The list continues.
smiles	IDE act	M18AAP inhibitor	PHOSPHO1 inh	p-CIP stab down	GPR7 antagonist	VIM-2 inhibitor	IDE cell inh	IMP-1 inhibitor	NALP1 inh
O=S(=O)([N-]c1nc2ccccc2nc1-[n+]1ccc(-c2ccncc2)cc1)c1ccccc1	7	2	48	0	-3	-2.4	-4	-1.0	2
O=c1c(Cl)c(NCc2ccc(F)cc2)cnn1C12CC3CC(CC(C3)C1)C2	-4	5	9	-19	1	-4.1	4	-3.1	-17
COc1ccc(CNCc2cc(C)c(OC)cc2C)c(OC)c1	-3	4	47	1	9	1.1	-5	0.7	17
CC(C)[C@H]1CN(C)CCN1Cc1cn(C)nc1-c1cccc(Cl)c1	2	-2	2	7	-8	-1.1	4	-1.7	-9
Cc1ccc(S(=O)(=O)CC(=O)Nc2ccc(S(=O)(=O)Nc3onc(C)c3C)cc2)cc1	3	-8	-6	-2	9	0.6	-3	-0.2	11
CC(C)/C=C1\CCCCC1N(C)C(=O)NC(C)C (configuration not stated)	1	-1	-47	2	-3	-1.4	-2	-2.5	8
CCCNC(=O)CCc1c(C)nc2nc(-c3cc(OC)cc(OC)c3)nn2c1C	7	10	10	-4	-1	-4.8	-1	1.9	-7
CCN(CC)S(=O)(=O)c1ccc(OC)c(NC(=O)c2ccc(=O)[nH]c2)c1	2	6	30	-3	-9	0.9	-2	-0.5	.

Next section:
smiles	IDE act	M18AAP inhibitor	PHOSPHO1 inh	p-CIP stab down	GPR7 antagonist	VIM-2 inhibitor	IDE cell inh	IMP-1 inhibitor	NALP1 inh
CC(=O)C1C(c2cccc(F)c2)NC(=O)NC1(O)C(F)(F)F (configuration not stated)	1	-3	45	-8	5	-1.0	5	-0.1	6
Cc1ccc(C23CC4CC(CC(C(=O)N5CCN(C)CC5)(C4)C2)C3)cc1	0	1	24	-3	4	-1.2	4	-2.5	.
CC(=O)Nc1ccc(S(=O)(=O)N2CCN(C(=O)c3ccccc3F)CC2)cc1	0	3	2	-7	-3	-3.0	-2	3.1	18
CC1CCCC(NC(=O)CCCn2ncn3c(cc4occc43)c2=O)C1C (configuration not stated)	2	0	-4	6	-7	-1.7	-7	-0.7	13
COC(=O)C1CSc2[nH]c(=O)sc2C1c1ccc(OC)c(OC)c1 (configuration not stated)	5	-10	-45	-15	4	0.2	7	-1.7	-13
NC(=O)C1CCN(C(c2ccccc2)c2nnnn2C2CCCC2)CC1 (configuration not stated)	3	-5	8	-10	-5	-3.8	10	-4.5	-67
CCN(CC)C(=O)C1CC(=O)N(c2ccc(OC)cc2)C1c1ccc(OC)cc1 (configuration not stated)	6	3	4	-12	-9	-3.1	3	-2.1	4
COc1ccc(N(C)S(=O)(=O)c2ccc3c(c2)NC(=O)CC(=O)N3)c(OC)c1	6	2	70*	1	-14	-6.3	7	-2.6	-12

(next part)
smiles	IDE act	M18AAP inhibitor	PHOSPHO1 inh	p-CIP stab down	GPR7 antagonist	VIM-2 inhibitor	IDE cell inh	IMP-1 inhibitor	NALP1 inh
Cc1c(NC(=O)c2cccc(NC(=O)c3ccco3)c2)cccc1C(=O)O	3	-5	-17	4	-1	-2.1	-4	-1.7	4
Cn1nnc2cc(C(=O)Nc3cccnc3)ccc21	3	0	-6	6	-8	-0.8	1	-1.6	11
O=C(COc1cccnc1[N+](=O)[O-])N1CCc2ccccc21	3	0	16	-14	-4	-1.9	-1	-1.0	1
O=C1c2ccccc2-n2c1nc1ccccc1c2=O	-1	-4	24	-6	-12	1.1	0	-1.1	1
CC1CCCCC1NC(=O)C1CCC(CNS(=O)(=O)c2ccccc2)CC1 (configuration not stated)	2	-4	23	-7	-8	-2.1	0	-1.3	12
COc1cc2c(cc1OC)C(C1C(=O)CC(C)CC1=O)N(C(=O)CCl)CC2 (configuration not stated)	-2	-4	-1	-5	3	-2.9	-2	-5.0	20
Cc1cc(C)c2c(N)c(C(=O)Nc3ccc(F)cc3)sc2n1	-3	11	1	13	5	2.3	10	-1.6	19
CCOC(=O)N1CCC(NC(=O)c2cccc3c2C(=O)N(CCOC)C3)CC1	4	-1	-11	-1	-4	-4.8	3	-0.8	-23

Printed as active in PHOSPHO1 inh, among the entries above:
smiles	IDE act	M18AAP inhibitor	PHOSPHO1 inh	p-CIP stab down	GPR7 antagonist	VIM-2 inhibitor	IDE cell inh	IMP-1 inhibitor	NALP1 inh
COc1ccc(N(C)S(=O)(=O)c2ccc3c(c2)NC(=O)CC(=O)N3)c(OC)c1	6	2	70*	1	-14	-6.3	7	-2.6	-12

(continued)
smiles	IDE act	M18AAP inhibitor	PHOSPHO1 inh	p-CIP stab down	GPR7 antagonist	VIM-2 inhibitor	IDE cell inh	IMP-1 inhibitor	NALP1 inh
C/C(=N\O)C1(C)N(O)C(C)(C)C(c2ccco2)=[N+]1[O-] (configuration not stated)	2	9	2	6	-10	1.4	-3	-2.1	29
O=C(CSc1nc2ncc(Cl)cc2[nH]1)NC1CCS(=O)(=O)C1 (configuration not stated)	4	-7	12	8	-4	0.3	8	-1.7	14
Cc1ccc2[nH]c(=O)c(COC(=O)C3CCCCC3)cc2c1	1	1	-1	2	-18	-2.4	5	-2.1	20
CCOC(=O)C1=C(N)OC2=C(C(=O)CC(C)(C)C2)C1c1ccco1 (configuration not stated)	2	11	6	-12	-7	0.1	5	-7.3	10
CC(=O)Nc1ccc(S(=O)(=O)N2CCN(Cc3ccccn3)CC2)cc1	-4	20	25	-10	15	-2.2	3	0.7	0
Cc1cc(C)nc(Sc2ccc3nnnn3n2)n1	1	2	22	-5	2	-4.7	5	-2.9	7
CC1(C)CC(=O)C(C(=O)c2ccccc2)C(=O)C1Cl (configuration not stated)	3	3	.	-10	-14	-0.8	4	-4.0	10
CCOC(=O)N1CCN(C(=O)c2cc3cc(Cl)ccc3[nH]2)CC1	1	7	44	-16	7	-1.2	.	-4.0	-16

Following part:
smiles	IDE act	M18AAP inhibitor	PHOSPHO1 inh	p-CIP stab down	GPR7 antagonist	VIM-2 inhibitor	IDE cell inh	IMP-1 inhibitor	NALP1 inh
O=c1nc(NCc2ccco2)sc2ncccc12	-5	4	-53	-2	-2	-3.2	7	-4.8	-5
O=C(CSc1nnc(Cc2cc(=O)[nH]c(=O)[nH]2)n1-c1ccc(Cl)cc1)NCC1CCCO1 (configuration not stated)	3	1	2	1	-3	-1.7	5	-0.4	8
Nc1nnc(SCC(=O)Nc2ccccc2N2CCOCC2)s1	1	0	11	-5	-12	-1.6	1	-4.8	7
COc1ccc(Oc2ccc(/C=N/NC(=O)c3cccnc3)cc2[N+](=O)[O-])cc1	-1	1	-6	6	-5	-1.3	3	-0.8	-4
Nn1c(SCC(=O)Nc2ccc3c(c2)OCCO3)nncc1=O	5	5	9	-47	-13	-2.4	-1	0.7	4
CCOC(=O)Cn1c(-c2cccnc2Cl)nc2cc(C)c(C)cc21	-5	3	10	-6	1	-2.9	-1	-1.3	2
Cn1c(Br)nc2c1c(=O)n(Cc1ccccc1)c(=O)n2C	-1	-12	.	-1	-9	1.1	3	0.1	14
CCOc1ccc(C2/C(=C(\O)c3ccc4c(c3)OCCO4)C(=O)C(=O)N2CCN2CCOCC2)cc1OCC (configuration not stated)	-3	16	49	-8	-9	-0.2	0	-1.8	20

(cont.)
smiles	IDE act	M18AAP inhibitor	PHOSPHO1 inh	p-CIP stab down	GPR7 antagonist	VIM-2 inhibitor	IDE cell inh	IMP-1 inhibitor	NALP1 inh
CSc1ccc(Cl)c(C(=O)NCC(C)C)c1	-3	-2	12	6	-14	-3.1	3	-3.2	14
CCOc1ccc(-c2cnc(N)n2C)cc1	2	-3	0	12	-3	-2.3	-4	1.4	5
CC(C)(C)NC(=O)NC(=O)CN1CCCCC1	3	0	48	-13	-5	-5.6	2	-3.9	-17
COc1ccc(C2(O)CCN(C(=O)c3ccc4c(c3)OCO4)CC2)cc1	8	2	6	-10	0	-5.2	0	-2.9	18
Nc1ccc(C(=O)c2ccc3c(c2)OCCO3)cc1N	4	5	.	.	7	-1.6	0	-1.7	.
CS(=O)(=O)Nc1cccc(C2=NN(C(=O)c3cccc(F)c3)C(c3cccs3)C2)c1 (configuration not stated)	-2	-3	42	-6	20	0.6	2	0.6	22
CCOC(=O)/C(C#N)=C\c1ccc(N2CCN(C/C=C/c3ccccc3)CC2)cc1	-2	-2	-8	-4	11	-0.2	10	-2.4	44
CCN1C(=O)c2ccc(C(=O)NCc3ccc4c(c3)OCO4)cc2C1=O	3	-2	-6	-3	0	-3.6	-3	-3.4	-8

The list continues.
smiles	IDE act	M18AAP inhibitor	PHOSPHO1 inh	p-CIP stab down	GPR7 antagonist	VIM-2 inhibitor	IDE cell inh	IMP-1 inhibitor	NALP1 inh
COc1ccc(C2CC(c3ccc4ccccc4c3)=NN2C(=O)CSc2ncccn2)cc1 (configuration not stated)	-4	-3	-18	3	-8	-1.3	4	-3.1	18
Cc1n[nH]c(C)c1S(=O)(=O)N(CC(=O)N1CCc2ccccc21)c1ccc(C(C)C)cc1	4	3	0	-2	-16	-3.0	-1	-4.3	0
COc1cccc(-c2nnc(SCC(N)=O)n2-c2ccc(Cl)cc2)c1	-2	2	18	-2	14	-4.6	1	-2.3	21
O=C(Nc1ccccc1)N1CCCN(c2ccc(C(F)(F)F)cc2[N+](=O)[O-])CC1	-2	6	-3	-7	-5	-2.2	4	-1.3	-3

Bioassay records as filed in PubChem BioAssay.
